# Screening results: PubChem BioAssay, National Center for Advancing Translational Sciences (NCATS)
# Pol iota inh – blocks human DNA polymerase iota activity. Q9UNA4. Pol iota fluorescent replication assay, 10 min. Potency, µM (series often up to 115 µM), inactives show top-dose activity, negative = inhibition, usual class: inhibitors. actives 1% (n = 390,000). AID 588590
#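 Fluorescent replication assay read twice, at 0 min and 10 min after adding 50 nM (final) substrate. Enzyme (10 nM) and compounds were first incubated 15 min at room temperature; enzyme-free buffer wells were negative controls.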
# BLM helicase inh – blocks DNA unwinding by human BLM helicase; recombinant BLM DNA unwinding, fluorescence dequenching; Potency, µM (series often up to 56.1 µM), inactives show at the top dose activity change, negative = inhibition, actives largely listed as inhibitors; actives 0.2% (n = 350,000); AID 2528;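 note: plate controls were vehicle for no effect and no enzyme for full effect; nearly all actives have a fitted effect of over 35% in size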
# BAZ2B inh – inhibitors of human BAZ2B bromodomain. Q9UIF8. AlphaScreen BAZ2B-H3K14Ac peptide displacement. Potency, µM (series often up to 114 µM), for inactives: at the top dose activity change, negative = inhibition, hits mostly inhibitors. actives 4.4% (n = 360,000); note: % is set by controls: 0 for no effect and ±100 for the full control effect; nearly all actives have a fitted effect of over 60% in size
#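 Compounds, titrated to a top concentration of 110 uM, were incubated 30 min at room temperature with preformed BAZ2B/acetyl-K14 H3 peptide complex (50 nM each). Proximity signal was measured by AlphaScreen after 20 min with beads.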
# G9a block – G9a (human) methyltransferase inhibition | actives 8.8% (n = 350,000) | G9a H3K9 monomethylation, AlphaScreen, 2 h | Potency, µM (series often up to 102 µM), inactives show at the highest dose activity, negative = inhibition, usual class: inhibitors | AID 504332; note: % is set by controls: 0 for no effect and ±100 for the full control effect; nearly all actives have a fitted effect of over 75% in size
#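 Readings reflect AlphaScreen signal from monomethyl-H3K9 antibody detection. HMT at 20 nM; substrate b-H3K9 500 nM; cofactor SAM 20 uM; 2 h RT reaction; compounds tested as titrations in qHTS with 15 min preincubation.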
# JMJD2A Tudor inh – JMJD2A Tudor domain (human) inhibition. Potency, µM (top dose mostly 114 µM), for the others: at the top dose activity change, negative = inhibition, actives largely listed as inhibitors. AID 504339. actives 4.4% (n = 390,000). AlphaScreen JMJD2A-Tudor / H3K4me3 peptide binding; note: % is set by controls: 0 for no effect and ±100 for the full control effect; nearly all actives have a fitted effect of over 50% in size
# APEX1 inh – blocks human APE1 abasic DNA cleavage. P27695. recombinant APE1, TAMRA/BHQ-2 abasic DNA cleavage fluorescence. Potency, µM (highest dose often 65.8 µM), without a hit: at the highest dose activity change, negative = inhibition, actives largely listed as inhibitors. actives 0.35% (n = 350,000). AID 2517;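 note: plate controls were vehicle for no effect and reference inhibitor for full effect; nearly all actives have a fitted effect of over 55% in size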
#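 0.75 nM APE1 + cpd, 15 min RT; start w/ 50 nM TAMRA/BHQ-2 THF-abasic dsDNA; kinetic fluor 525/598 nm ×3 reads @60 s; Δ(read3−read1); normalized to DMSO and NSC13755 control wells.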
# Pol beta inh – DNA polymerase beta (human) inhibition; P06746; Pol beta primer extension/strand displacement, fluorescence kinetic; Potency, µM (doses to about 114 µM), for the others: top-dose activity change, negative = inhibition, actives largely listed as inhibitors; actives 1.3% (n = 340,000); AID 485314; note: % is set by controls: 0 for no effect and ±100 for the full control effect
#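 Homogeneous kinetic assay of primer extension and strand displacement by 10 nM Pol beta, preincubated 15 min at room temperature with compound before 50 nM substrate (final) was added. Read at 0 and 10 min; four-parameter Hill fit.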
# Pol eta inh – blocks human DNA polymerase eta activity; Q9Y253; AID 588591; Potency, µM (series often up to 114 µM), for the others: at the highest dose activity change, negative = inhibition, actives largely listed as inhibitors; recombinant Pol eta, fluorescent DNA replication assay; actives 1.2% (n = 390,000); note: % is set by controls: 0 for no effect and ±100 for the full control effect
#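 Fluorescent replication assay: 50 nM final substrate added after a 15 min room-temperature compound preincubation with 10 nM enzyme. Signal taken at 0 min and again at 10 min.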
# Pol kappa inh – blocks human DNA polymerase kappa activity; purified Pol kappa, fluorescent DNA synthesis assay, 10 min; actives 0.53% (n = 400,000); Q9UBT6; AID 588579; Potency, µM (highest dose often 107 µM), for inactives: at the highest dose activity, negative = inhibition, usual class: inhibitors; note: % is set by controls: 0 for no effect and ±100 for the full control effect
# Target sequence (Q9UBT6 whole entry, looked up): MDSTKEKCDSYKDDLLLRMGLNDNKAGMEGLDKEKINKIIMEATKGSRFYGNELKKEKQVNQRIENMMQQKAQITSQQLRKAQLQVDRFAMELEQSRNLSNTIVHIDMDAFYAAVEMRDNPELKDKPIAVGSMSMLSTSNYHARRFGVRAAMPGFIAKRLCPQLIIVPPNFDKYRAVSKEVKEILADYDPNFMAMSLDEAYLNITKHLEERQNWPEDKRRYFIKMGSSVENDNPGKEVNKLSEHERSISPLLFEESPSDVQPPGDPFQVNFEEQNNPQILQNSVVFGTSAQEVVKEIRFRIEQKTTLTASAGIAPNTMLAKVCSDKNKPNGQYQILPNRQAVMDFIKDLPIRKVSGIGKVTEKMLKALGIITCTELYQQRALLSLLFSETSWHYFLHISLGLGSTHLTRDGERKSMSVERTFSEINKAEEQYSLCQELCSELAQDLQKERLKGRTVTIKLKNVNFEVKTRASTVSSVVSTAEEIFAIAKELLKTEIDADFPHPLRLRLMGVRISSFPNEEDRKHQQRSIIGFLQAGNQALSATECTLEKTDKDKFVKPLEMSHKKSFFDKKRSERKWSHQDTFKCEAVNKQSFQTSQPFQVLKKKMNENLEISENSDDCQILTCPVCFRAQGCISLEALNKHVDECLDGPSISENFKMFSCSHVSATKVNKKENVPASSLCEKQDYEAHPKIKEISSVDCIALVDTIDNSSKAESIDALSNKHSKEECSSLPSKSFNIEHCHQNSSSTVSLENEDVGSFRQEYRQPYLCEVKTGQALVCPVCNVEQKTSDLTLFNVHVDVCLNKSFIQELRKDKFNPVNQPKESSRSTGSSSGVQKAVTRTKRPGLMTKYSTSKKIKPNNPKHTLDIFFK
#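 Activity was followed as the change in fluorescence between reads at 0 and 10 min after starting the reaction with 50 nM substrate. Beforehand, 10 nM polymerase had been preincubated with compound for 15 min at room temperature.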
# * marks the source's active call; other numbers are inactive results; ? = inconclusive; · = not tested or not shown; [ ] = dose if it differs, or a comment. Calls come from the whole dose curve; as a rule, active = well fitted curve in the direction sought with a large enough effect; inconclusive = small, poorly fitted or top-dose-only effect, or another doubt; inactive = no such curve, though single readings can be large; an effect the other way counts as inactive or inconclusive. Potency is the fitted concentration of half-maximal effect. These rows are one share of the data; the hit share may differ from the screen's.
# Key to letters – A = Pol iota inh; B = BLM helicase inh; C = BAZ2B inh; D = G9a block; E = JMJD2A Tudor inh; F = APEX1 inh; G = Pol beta inh; H = Pol eta inh; I = Pol kappa inh
> Cc1ccc(OCC(=O)N/N=C/c2ccc([N+](=O)[O-])o2)cc1
  A = -21%	B = -6%	C = 4%	D = -47%[12.7 µM]	E = -35%	F = -5%	G = -1%	H = 10%	I = 2%
> CC(=O)OC(C=C(C)C)C/C(C)=C/COc1c2ccoc2cc2oc(=O)ccc12 (stereo unspecified)
  A = ?	B = ·	C = ·	D = ·	E = 20%	F = ·	G = ·	H = -14%	I = -21%
> CCOC(=O)CNC(=O)CSc1nnc(-c2ccco2)n1N
  A = 26%	B = -4%	C = 3%	D = -5%	E = -17%	F = -7%	G = 14%	H = -11%	I = -2%
> CCc1ccc(OCC(=O)N(Cc2ccccc2)C2CCS(=O)(=O)C2)cc1 (stereo unspecified)
  A = 50%[activator]	B = -2%	C = 4%	D = 21%	E = -9%	F = -5%	G = 44%	H = 6%	I = 9%
> O=C(c1cc(Cl)ccc1[N+](=O)[O-])N1CCc2ccccc2C1
  A = 14%	B = 2%	C = -35%	D = -16%[59 µM]	E = -12%	F = 3%	G = 0%	H = -24%	I = -4%
> Cc1c(C)c2ccc(OC(C)C(=O)N3CC[C@@]4(O)CCCC[C@H]4C3)c(C)c2oc1=O (stereo partly specified)
  A = 1%	B = 2%	C = -16%	D = ·	E = -10%	F = 4%	G = -1%	H = -16%	I = -1%
> O=C(Nc1ccc(F)c(F)c1)C(c1ccccc1)N1Cc2ccccc2C1=O (stereo unspecified)
  A = 17%	B = -9%	C = -11%	D = 4%[59 µM]	E = -21%	F = ·	G = -21%	H = -23%	I = -11%
> CC(=O)N(Cc1cccnc1)c1nc2c(C)cccc2s1
  A = -12%	B = 0%	C = -18%	D = 7%[59 µM]	E = -18%	F = ·	G = 1%	H = -4%	I = -9%[60.1 µM]
> CCCCC(=O)Nc1nnc(S(=O)(=O)N(C)Cc2ccc(Cl)cc2)s1
  A = 48%[activator]	B = -1%	C = -9%	D = ?	E = -2%	F = ·	G = 9%	H = -5%	I = 6%
> CN(C)C(=O)CSc1nnc(NC(=O)CCc2ccccc2)s1
  A = 6%	B = -3%	C = -1%	D = -2%	E = -9%	F = ?	G = -10%	H = -10%	I = 10%
> CCOC(=O)c1ccc(S(=O)(=O)N2CCN(CCC#N)CC2)cc1
  A = 4%	B = 0%	C = 6%	D = ?	E = 1%	F = 5%	G = 0%	H = -14%	I = 14%
> O=C(CNC(=O)c1ccccc1F)NNC(=O)c1ccccc1O
  A = 10%	B = ·	C = 8%	D = 35%	E = -18%	F = -4%	G = ·	H = 5%	I = -1%
> C=CCNC(=O)C1(S(=O)(=O)c2ccccc2)CC=CC1
  A = 14%	B = 1%	C = 6%	D = 11%	E = -9%	F = 1%	G = 5%	H = -3%	I = 19%
> CN(C)c1ccc(N=Nc2cccc3ccoc23)cc1
  A = 1%	B = -9%	C = 5.6µM*	D = 6.3µM*	E = 25µM*	F = -6%	G = 0%	H = -15%	I = 0%
> CCSc1ncccc1-c1nc2ccccc2[nH]1
  A = 19%	B = 0%	C = 8%	D = -9%[59 µM]	E = -6%	F = -2%	G = -2%	H = -2%	I = 2%
> COCc1c(C#N)c(NCCc2ccc(F)cc2)nc(C)c1[N+](=O)[O-]
  A = ·	B = -8%	C = -10%	D = -11%[59 µM]	E = -18%	F = -11%	G = 8%	H = -22%	I = -6%
> CCn1c(S(=O)(=O)O)nc2ccccc21
  A = 3%	B = -4%	C = -5%	D = ·	E = -2%[11.4 µM]	F = 12%	G = 30%[activator]	H = ?	I = 7%
> C/C(=N\Nc1cc(N2CCOCC2)nc(C)n1)c1cccc([N+](=O)[O-])c1
  A = -5%	B = -22%	C = -16%	D = 8%	E = -18%	F = -3%	G = ?	H = -18%	I = 13%
> O=C(Nc1ccccc1[N+](=O)[O-])c1cncc(Br)c1
  A = 15%	B = -1%	C = -29%	D = -51%	E = ?	F = 5%	G = 0%	H = 0%	I = -5%
> CCOc1ccc(C(C)C)cc1S(=O)(=O)Nc1ccc(Cl)cn1
  A = 15%	B = -4%	C = -8%	D = -36%[12.7 µM]	E = -8%	F = 3%	G = -3%	H = -15%	I = -4%
> O=C(c1snnc1-c1ccccc1)N1CCOCC1
  A = 30%	B = 0%	C = -8%	D = 4%	E = -16%	F = -4%	G = 21%	H = -2%	I = 0%
> Cc1ccc2oc(C(=O)NCc3ccc4c(c3)OCO4)c(C)c2c1
  A = 6%	B = 3%	C = 7%	D = 1%[59 µM]	E = -4%	F = -3%	G = -13%	H = -20%	I = -8%
> O=c1c(-c2ccccc2)coc2c(CN3CCCCC3)c(O)ccc12
  A = -10%	B = 0%	C = 9%	D = ·	E = -6%	F = -2%	G = 50%	H = -6%	I = 1%
> Cc1ccc2nc3c(c(Nc4cccc(O)c4)c2c1)CCC3
  A = -3%	B = 0%	C = -8%	D = ?	E = -18%	F = -15%	G = -1%	H = -18%	I = 0%
> Cc1cccc(Nc2cc(C)nc(-n3nc(C)cc3C)n2)c1
  A = 15%	B = -3%	C = ?	D = 7%[59 µM]	E = ?	F = ·	G = ?	H = -14%	I = -14%[60.1 µM]
> COc1cccc(Nc2ccc3cc(S(=O)(=O)N4CCC(C)CC4)ccc3n2)c1
  A = 6%	B = -12%	C = 10%	D = ?	E = 25%	F = ·	G = -3%	H = ?	I = -8%
> O=C(Nc1ccc(S(=O)(=O)N2CCCC2)cc1)c1ccc(OCC2CCCO2)cc1 (stereo unspecified)
  A = 147%[activator]	B = -13%	C = -17%	D = -13%	E = -10%	F = 8%	G = 14%	H = -10%	I = -2%
> COc1ccc(C(=O)OCc2ccccc2F)cc1S(=O)(=O)N1CCCC1
  A = 6%	B = ·	C = -4%	D = 18%[59 µM]	E = -12%	F = -11%	G = ·	H = -12%	I = -14%
> O=C(COC(=O)/C=C/c1ccccc1Cl)NC1CCCC1
  A = 5%	B = ·	C = 21%	D = ?	E = -15%	F = 7%	G = ·	H = 7%	I = 4%
> O=C(CNS(=O)(=O)c1ccc2c(c1)OCCCO2)N1CCN(c2ccc(F)cc2)CC1
  A = -5%	B = ·	C = 1%	D = 25%[12.7 µM]	E = -21%	F = -8%	G = ·	H = -4%	I = -20%

# Record cards, as listed above. Screens in order: Pol iota inh | BLM helicase inh | BAZ2B inh | G9a block | JMJD2A Tudor inh | APEX1 inh | Pol beta inh | Pol eta inh | Pol kappa inh
# Profile of COCc1c(C#N)c(NCCc2ccc(F)cc2)nc(C)c1[N+](=O)[O-] → · | -8% | -10% | -11%[59 µM] | -18% | -11% | 8% | -22% | -6%
# Profile of Cc1ccc2nc3c(c(Nc4cccc(O)c4)c2c1)CCC3 → -3% | 0% | -8% | ? | -18% | -15% | -1% | -18% | 0%
# Profile of Cc1cccc(Nc2cc(C)nc(-n3nc(C)cc3C)n2)c1 → 15% | -3% | ? | 7%[59 µM] | ? | · | ? | -14% | -14%[60.1 µM]

# Further records follow:
# Key to letters – A = Pol iota inh; B = BLM helicase inh; C = BAZ2B inh; D = G9a block; E = JMJD2A Tudor inh; F = APEX1 inh; G = Pol beta inh; H = Pol eta inh; I = Pol kappa inh
> COc1ccc(Nc2oc(-c3ccco3)nc2S(=O)(=O)c2ccc(F)cc2)cc1
  A = -25%	B = -2%	C = ?	D = 45µM*	E = ?	F = 0%	G = 0%	H = -14%	I = -25%
> COc1ccc(S(=O)(=O)N(C)CC(=O)Nc2ccccc2OC)cc1C
  A = 4%	B = -4%	C = 1%	D = -7%	E = -10%	F = -2%	G = -24%	H = -1%	I = -4%
> COc1ccccc1NC(=O)CSc1nnc(-c2ccoc2C)n1C
  A = 57%[activator]	B = -6%	C = -5%	D = 10%	E = -11%	F = -2%	G = -6%	H = -18%	I = 3%
> COc1ccc(-n2c(Cc3cccn3C)nnc2SCC(=O)Nc2ccc(Cl)cc2)cc1
  A = 40%[activator]	B = -15%	C = ?	D = ?	E = ?	F = -2%	G = -21%	H = -13%	I = 5%
> CCOC(=O)c1c(-c2ccccc2)oc2ccc(NS(=O)(=O)c3ccc(C)cc3C)cc12
  A = 13%	B = -15%	C = -3%	D = -29%[59 µM]	E = -4%	F = ·	G = 1%	H = -25%	I = 3%
> O=C(Nc1nc(-c2ccncc2)cs1)c1ccc(F)cc1
  A = -16%	B = -4%	C = -14%	D = 4%	E = -15%	F = -1%	G = 2%	H = -7%	I = -13%
> CCN(CC)C(=O)C1CCN(S(=O)(=O)c2ccc3oc4ccccc4c3c2)CC1
  A = -7%	B = -3%	C = 1%	D = 86%[activator][59 µM]	E = 1%	F = 5%	G = -1%	H = -3%	I = -12%
> COc1ccc(Br)cc1/C=C/c1ccc2cccc(O)c2n1
  A = 64%[activator]	B = -5%	C = ?	D = 39%	E = -15%	F = 4%	G = 1%	H = -8%	I = -13%
> CCNC(=O)NC(=O)CSc1ccc2ccccc2c1
  A = 34%[activator]	B = -7%	C = 0%	D = 1%	E = ?	F = 1%	G = -4%	H = 6%	I = 5%
> COCc1cc(=O)[nH]c(Nc2nc3ccccc3o2)n1
  A = -8%	B = -4%	C = 40µM*	D = 68%[activator][59 µM]	E = 79µM*	F = 17%	G = 15%	H = -16%	I = -10%
> COc1ccc(NC(=O)/C(C#N)=C/c2c(C)nn(-c3ccc(F)cc3)c2Cl)cc1Cl
  A = 15%	B = -17%	C = 14%	D = -15%[59 µM]	E = -18%	F = ?	G = 4%	H = -5%	I = -25%
> CCC(=O)N1CCN(c2nc3ccccc3s2)CC1
  A = 20%	B = -9%	C = 8%	D = ?	E = -7%	F = 0%	G = -10%	H = -11%	I = -21%
> O=C(NNC(=O)c1ccncc1)Nc1ccc([N+](=O)[O-])cc1
  A = -2%	B = -17%	C = -28%	D = ?	E = -28%	F = 6%	G = -4%	H = -10%	I = -15%
> O=C1CC(c2ccc(F)cc2)c2c(n3c(nc4ccccc43)[nH]c2=O)N1 (stereo unspecified)
  A = -3%	B = -2%	C = -18%	D = -6%[59 µM]	E = -15%	F = ·	G = 1%	H = -1%	I = -10%
> Cc1c(CCOC(=O)c2ccc(N3CCOCC3)c([N+](=O)[O-])c2)sc[n+]1CC#N
  A = ?	B = -1%	C = -19%	D = 0%	E = -35%	F = 12%	G = ?	H = 50µM*	I = -17%
